Shn3 3UTR inh – reduction of Shn3 3'UTR firefly luciferase signal, primary screen, Schnurri-3 inhibitor project, cell-based, Clone20 osteoblasts, set 2 | inhibition, % at 12.5 µM | Clone20 osteoblast Shn3 3'UTR firefly luciferase, 24 h | 360,000 tested, 0.52% active;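 active = mean inhibition of at least 75% with every replicate also reaching 75%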;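 note: 0% = median of neutral control wells and 100% = pilot-screen positive control compound; some compounds past the cut are filed as inactive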
NR2E3 ag-1 – inhibitors of NR2E3-RetCOR corepressor binding, primary screen, NR2E3 agonist project, biochemical, TR-FRET, GST-NR2E3, biotin-RetCOR; Photoreceptor-specific nuclear receptor (Homo sapiens), Q9Y5X4; 1536-well; inhibition of corepressor binding, % at 4.78 µM; 320,000 tested, 0.12% active; AID 2300, 2010;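 active = percent inhibition above the cutoff of mean plus 3 SD of all tested compounds, set per screening campaign, cut at about 20% in these data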;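 note: 0% = DMSO wells and 100% = biotin wells as full block of FRET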
Target sequence (Q9Y5X4 whole entry, looked up): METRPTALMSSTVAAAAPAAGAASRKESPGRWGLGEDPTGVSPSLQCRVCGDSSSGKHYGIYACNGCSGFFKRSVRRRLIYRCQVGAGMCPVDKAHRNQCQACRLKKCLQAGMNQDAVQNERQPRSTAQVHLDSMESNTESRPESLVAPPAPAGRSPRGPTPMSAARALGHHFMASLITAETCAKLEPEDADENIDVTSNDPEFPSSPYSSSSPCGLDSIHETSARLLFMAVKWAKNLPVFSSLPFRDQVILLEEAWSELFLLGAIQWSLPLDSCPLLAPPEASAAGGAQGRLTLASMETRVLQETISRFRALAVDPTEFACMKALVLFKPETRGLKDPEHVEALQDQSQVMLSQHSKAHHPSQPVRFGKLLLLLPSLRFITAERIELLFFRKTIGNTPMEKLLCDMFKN
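Test system – NR2E3–RetCOR corepressor complex · Quantity – NR2E3 fusion 1.35 nM · Buffer or medium – Tris pH 7.5 · Incubation – Compound–protein incubation for 5 h at 4 °C · Technique – TR-FRET, Eu(K)-anti-GST donor, streptavidin-D2 acceptor, ex 340, em 617/671 nm · Evaluation – percent inhibition of 671/617 nm emission ratio versus biotin and DMSO controls · Plate – 1536-well format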
EBV LMP1 NFkB – EBV LMP1-driven NF-kappaB luciferase reporter inhibitors, primary screen, cell-based, luminescence, single point; LMP1-induced NF-kappaB luciferase reporter cells; inhibition, % at 12.5 µM; 350,000 tested, 0.69% active; in the data active = inhibition above about 41%;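 note: 0% = neutral control wells and 100% = reference inhibitor control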
HIF-2a block – HIF-2a reporter inhibitors, primary screen, luminescence, 786-0 RCC cells; 786-0 RCC cells HIF-2a reporter, luciferase luminescence, overnight; inhibition, % at 18.8 µM; 360,000 tested, 0.72% active; AID 624352, 2012;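 active = inhibition of the luminescence signal of 40% or more relative to plate controls, in a single-dose primary screen at 18.75 µM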
hiPSC survival – enhancers of single-cell hiPSC survival, primary screen, ATPlite luminescence | 360,000 tested, 0.044% active | AID 602274, 2012 | 100% = ROCK inhibitor wells, 0% = DMSO | survival enhancement, % at 20 µM; in the data active = survival enhancement above about 18%;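 note: cells exposed to compounds for 16 hours before the ATP read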
TRAIL sens C8 – viability loss with TRAIL in NB7+C8 cells, primary screen, TRAIL sensitizer project, cell-based, ATPlite luminescence; inhibition (viability loss, TRAIL sensitization), % at 10 µM; 360,000 tested, 1% active;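 active = compounds causing at least 50% loss of cell viability in the single-dose screen, relative to plate controls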
MITF TRPM1 inh – inhibitors of MITF-dependent TRPM1 promoter reporter, primary screen, cell-based, SK-MEL-5, single point, luciferase; SK-MEL-5 TRPM1 promoter luciferase, 24 h; inhibition, % at 12.5 µM; 330,000 tested, 0.83% active;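 active = mean inhibition across replicates of 60% or more, whatever share of single replicates reaches that level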; note: values of inactives mirror those of a sister screen read the other way
CF NFkB inh – inhibitors of PAF-induced NF-kB signaling, primary screen, cell-based, GFP fluorescence, uHTS | KKLEB NF-kB-GFP reporter, GFP fluorescence overnight | AID 588850, 2011 | 360,000 tested, 0.86% active | inhibition, % at 5 µM;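 active = at least 50% inhibition at 5 µM, scaled per plate between neutral and stimulator controls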;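 note: PAF is a Pseudomonas aeruginosa culture filtrate used as stimulus; plate controls were PAF-stimulated DMSO wells for no effect and unstimulated DMSO wells for full effect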
NR2E3 ag-2 – NR2E3 agonists in two-hybrid cells, primary screen, cell-based, luminescence, CHO-S, Gal4-NCOR/VP16-NR2E3 | Photoreceptor-specific nuclear receptor (Homo sapiens), Q9Y5X4 | luciferase | inhibition of corepressor binding, % at 3.98 µM | 360,000 tested, 0.35% active | AID 602229, 2012;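 active = inhibition above the mean of all tested compounds plus 3 SD, cut at about 70% in these data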;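 note: 0% = DMSO with NR2E3 transfected cells and 100% = cells lacking NR2E3 construct; higher means lower luciferase signal from less NR2E3 corepressor binding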
KKLEB cytotox – cytotoxicity in KKLEB CF airway cells, primary screen, cytotoxicity control for CF NF-kB inhibitor project, cell-based, uHTS, fluorescence assay plates | KKLEB CF airway cells viability, ATPlite luminescence, overnight; active compounds read low; cells stimulated with P. aeruginosa culture filtrate | activity change (cytotoxicity), % at 5 µM | 360,000 tested, 0.36% active;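 active = corrected activity change at or below -50% at 5 µM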
Peg3 prom inh – Peg3 promoter-driven luciferase inhibitors, primary screen, cell-based, HeLa, luciferase luminescence. HeLa PEG-Prom luciferase reporter, overnight. inhibition, % at 20 µM. 360,000 tested, 1.7% active. AID 588405, 2011;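 active = inhibition of at least 50% at 20 µM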
An asterisk follows results filed as active; nt = not tested or not shown.

SMILES	Shn3 3UTR inh	NR2E3 ag-1	EBV LMP1 NFkB	HIF-2a block	hiPSC survival	TRAIL sens C8	MITF TRPM1 inh	CF NFkB inh	NR2E3 ag-2	KKLEB cytotox	Peg3 prom inh
CCOC(=O)[C@H]1[C@H]2COc3ccc(C)cc3[C@@H]2N2C(=O)CN(Cc3ccc(OC)cc3)C(=O)[C@@]12C	13	4	45*	12	-0.1	-10	-3	8	-7	-7	11
CC1CCCC(NC(=O)C2CC(=O)N(Cc3ccccc3)C2)C1C (configuration not stated)	6	1	-1	12	1.1	-3	6	1	-8	-12	-8
COc1ccc(CCN(C)C2CC(=O)N(c3ccccc3)C2=O)cc1OC (configuration not stated)	-2	3	2	26	-0.7	18	0	2	-13	7	8
O=C(O)CCSc1nnc(COc2cccc3ccccc23)n1-c1cccc(Cl)c1	11	3	5	5	-0.5	4	0	-2	-25	-21	15
O=c1[nH]c(C(F)(F)F)nc2c1nc1n2CCC1	9	nt	-5	4	-1.9	-2	nt	2	19	0	8
CCOc1ccc(CCNC(=O)COC(=O)c2cccnc2OCC)cc1OCC	-6	7	0	-15	-0.8	-19	7	-4	6	9	18
Cc1ccc(/C=C(\C#N)C(=O)NCCN2CCOCC2)cc1	2	2	5	18	-0.3	1	-3	1	-39	2	8
COC(=O)C1=C(O)/C(=C/c2cccc(OC)c2O)N=C1C	-7	-7	-3	-89	-0.3	18	-28	8	-2	16	-100
COC(=O)CSc1nc(N)c2c3c(sc2n1)C(c1ccccc1)SC(c1ccccc1)C3 (configuration not stated)	20	0	1	88*	-1.1	25	47	-44	7	14	47
CSc1nnc(C)c(=O)n1COC(=O)/C=C/c1ccccc1	33	-2	-8	-1	-0.1	-2	11	-8	-11	-9	-5
O=C(CCCOc1ccccc1)Nc1ccc(S(=O)(=O)N2CCOCC2)cc1	28	3	0	3	-1.0	0	19	3	-6	13	13
COc1cc(OC)c2c(-c3cccc(-c4ccc(OC)c(F)c4)c3)cc(=O)oc2c1	-9	nt	-11	-32	-4.2	16	53	46	6	-12	-38
Cc1nc2ncnn2c(C)c1CCC(=O)N1CCN(C(=O)c2ccco2)CC1	-45	5	-1	10	-0.8	8	10	7	-33	4	18
COC(=O)c1c(NC(=O)CN2C(=O)C(=O)N(CC(C)C)C2=O)sc(C)c1C	-3	-4	-1	4	0.6	-8	6	29	20	-19	13
CC1CCc2c(sc3nc(CN4CCOCC4)nc(N4CCc5ccccc5C4)c23)C1 (configuration not stated)	-3	2	1	12	-0.5	19	29	-21	-30	-1	9
CCN(CC)S(=O)(=O)c1ccc(/C=C/C(=O)O)cc1	14	2	2	14	0.9	5	-2	-13	4	-7	5
Cc1ccc(C2(C)NC(=O)N(CC(=O)NCc3cccs3)C2=O)cc1 (configuration not stated)	3	3	-3	10	0.1	3	0	-1	9	-3	10
Oc1ccc(N2CCN(c3ncnc4sc(-c5ccccc5)cc34)CC2)cc1	-13	nt	9	-34	-0.7	3	8	38	-38	-32	7
O=C(Cc1c(Cl)cccc1Cl)NC1=NCCS1	-12	8	-1	17	-0.1	3	-6	-5	-20	-3	2
CC(=O)c1ccc(OCc2cc(C(=O)N(C)Cc3cc(C)no3)no2)cc1	-35	-4	-17	-126	0.8	-2	-31	-9	-39	-9	-79
O=C(c1nn(Cc2ccccc2)c(=O)c2ccccc12)N1CCN(C/C=C/c2ccccc2)CC1	20	2	-2	20	0.0	1	4	8	-6	-9	42
COc1ccc(OCc2cc(C(=O)N3CCCCCC3)no2)c(Cl)c1	-87	4	-14	-239	2.8	-22	-78	4	-138	-4	-186
COc1ccc(-c2nn(-c3ccccc3)cc2C(=O)O)cc1OC	-43	5	-11	15	-2.8	6	2	-6	-8	11	4
O=C(CN1C(=O)NC(Cc2c[nH]c3ccccc23)C1=O)Nc1cccc(S(=O)(=O)N2CCCC2)c1 (configuration not stated)	-2	-1	-6	15	-0.7	-11	14	4	-23	3	0
COc1cc(OC)cc(C(=O)NC(C(=O)O)C23CC4CC(CC(C4)C2)C3)c1 (configuration not stated)	7	2	-1	6	1.3	2	-2	20	2	0	7

New compounds follow.
SMILES	Shn3 3UTR inh	NR2E3 ag-1	EBV LMP1 NFkB	HIF-2a block	hiPSC survival	TRAIL sens C8	MITF TRPM1 inh	CF NFkB inh	NR2E3 ag-2	KKLEB cytotox	Peg3 prom inh
COc1cccc(NC(=O)CN(C)C(=O)CCNC(=O)c2ccccc2OC)c1	-4	nt	-7	8	0.4	-5	12	-5	-4	9	-1
CC1(C)CC(=O)C/C(=N/Nc2nc3ccccc3s2)C1	18	2	-14	-25	-0.1	21	-37	2	-61	2	-23
COc1ccc(C2=NOC(Cn3nc(-c4ccccc4)cc3C(=O)O)C2)cc1 (configuration not stated)	-22	7	-4	13	-1.8	11	9	-2	1	-7	7
CCOC(=O)C1=C(C)N=C2SC(C)C(=O)N2C1c1cccc(F)c1 (configuration not stated)	8	0	1	12	-1.4	7	-11	0	-8	3	2
COC(=O)Cn1c2ccccc2c2nc3ccccc3nc21	-59	nt	-13	-230	-0.7	14	-26	-5	-53	6	-137
O=C(Nc1ccc(-c2nc3ccccc3o2)cc1)c1cccnc1	2	2	-33	-239	-2.9	17	-23	-16	-94	8	-156
Cc1ccc(OCC(=O)N2N=C(c3ccc(Cl)cc3)CC2c2ccco2)c([N+](=O)[O-])n1 (configuration not stated)	-2	2	14	10	1.0	3	0	17	1	-5	9
Nc1nc(-n2cnnc2)nn1-c1ccccc1	-14	3	1	12	-2.2	19	-3	-17	6	16	12
O=C(COc1ccccc1)Nc1cc(S(=O)(=O)N2CCOCC2)ccc1N1CCCC1	-4	-1	-9	4	0.7	-3	6	9	5	-9	9
O=C(COc1cc(O)c2c(=O)c3ccccc3oc2c1)OCc1ccccc1	7	2	2	8	-0.3	-11	-6	-6	-12	-1	9
O=S(=O)(CCNCc1ccco1)NCc1ccccc1	-5	nt	-8	3	-2.2	6	6	-30	-35	13	3
CCCCCC(=O)Nc1cc(S(=O)(=O)N2CCCCC2)ccc1N1CCOCC1	13	-1	-6	5	1.0	7	-9	17	1	-11	7
CCOc1cccc(C(=O)Nc2cc(C)ccc2NC(=O)c2ccco2)c1	9	nt	1	17	0.8	-2	1	4	4	-12	22
Cc1nn(CC(=O)c2ccc(Cl)s2)c(C)c1[N+](=O)[O-]	2	2	-5	-4	-0.1	-13	0	-9	3	-5	14
COCCN(C(=O)c1cc(S(=O)(=O)N2CCCCC2)ccc1Cl)c1c(N)n(CC(C)C)c(=O)[nH]c1=O	-5	nt	0	15	-0.5	9	2	8	21	-10	7
COc1ccc(Cl)cc1NC(=O)CC(C)=O	-25	2	-1	8	-0.9	-23	4	1	-12	-1	2
CCCc1ccc(-c2csc(NC(=O)C3=COCCO3)n2)cc1	-39	0	-7	-272	2.4	1	-61	1	-124	4	-251
O=C(NCCNC(=O)c1ccco1)c1ccc(Cl)c(Cl)c1	21	-2	1	7	0.1	5	4	-19	11	7	0
COc1ccc(C2C(C(=O)c3ccco3)=C(O)C(=O)N2CC2CCCO2)c(OC)c1 (configuration not stated)	-13	2	1	5	0.5	8	5	2	-18	1	21
Cc1ccc(Oc2ccc(S(=O)(=O)N3CCOCC3)cc2C(N)=O)c(-n2nc3ccccc3n2)c1	12	0	-4	24	0.5	0	1	17	-22	-2	-4
CCOc1ccc(NC(=O)CN(C)C(=O)C2CC(=O)N(CCc3ccccc3)C2)cc1OCC (configuration not stated)	11	5	0	13	-0.3	-5	-7	-2	-13	0	-3
NC(c1csc(Nc2cnccn2)n1)c1ccccc1Cl (configuration not stated)	-9	nt	nt	7	-3.7	-5	nt	-8	-22	-3	-12
O=C(CSc1nnc(-c2ccc3c(c2)OCO3)o1)Nc1ncc(C(F)(F)F)cc1Cl	4	1	-11	6	-0.1	5	-11	20	-5	-13	19
COC(=O)Nc1ccc(S(=O)(=O)N(C)C)cc1	-3	6	4	11	-1.5	-4	11	-10	-1	1	4
CCCOc1ccc(C2C(C(=O)c3ccco3)=C(O)C(=O)N2CCCn2ccnc2)cc1 (configuration not stated)	-59	4	-3	-109	-4.4	-3	-9	-12	-24	11	-113

Taken from above (2 entries):
SMILES	Shn3 3UTR inh	NR2E3 ag-1	EBV LMP1 NFkB	HIF-2a block	hiPSC survival	TRAIL sens C8	MITF TRPM1 inh	CF NFkB inh	NR2E3 ag-2	KKLEB cytotox	Peg3 prom inh
COC(=O)Nc1ccc(S(=O)(=O)N(C)C)cc1	-3	6	4	11	-1.5	-4	11	-10	-1	1	4
CCCOc1ccc(C2C(C(=O)c3ccco3)=C(O)C(=O)N2CCCn2ccnc2)cc1 (configuration not stated)	-59	4	-3	-109	-4.4	-3	-9	-12	-24	11	-113

(list continues)
SMILES	Shn3 3UTR inh	NR2E3 ag-1	EBV LMP1 NFkB	HIF-2a block	hiPSC survival	TRAIL sens C8	MITF TRPM1 inh	CF NFkB inh	NR2E3 ag-2	KKLEB cytotox	Peg3 prom inh
COc1cc(C(=O)N2CCN(C)CC2)cc(OC)c1OC	-10	-5	-1	19	-0.2	0	-6	16	8	9	18
CCOC(=O)COc1ccc(S(=O)(=O)N2CCN(c3ccc(OC)cc3)CC2)cc1	14	-1	0	9	0.1	1	11	-4	-27	3	5
COc1cc(C(=O)Nc2ccc(F)cc2Cl)ccc1OCC(=O)N1CCOCC1	-5	-6	-5	-19	-0.5	2	-15	6	-7	24	-24
O=C(Nc1cccc(Cl)c1)c1nc[nH]c1C(=O)NCc1ccccc1	6	2	-10	5	-1.9	1	-6	-28	-3	25	11
COc1cc2[nH]c(=O)n(Cc3ccc(C(=O)N4CCC(N5CCCCC5)CC4)cc3)c(=O)c2cc1OC	-6	1	-4	16	-1.0	-10	4	-4	-1	2	6
CC(C)CNc1ncnc2c1ncn2[C@H]1CN(Cc2cccc3ccccc23)C[C@@H](CO)O1	-12	nt	nt	25	-0.7	-7	nt	-11	-13	3	17
N#Cc1c2ccc([N+](=O)[O-])cc2[n+]([O-])n1-c1ccccc1	31	0	50*	-16	-4.9	23	90*	-24	24	-38	100*
Cc1ccccc1NS(=O)(=O)c1ccc(NC(=O)c2ccco2)cc1	9	-1	5	15	1.0	-3	6	-12	-24	3	-1
CC(C)CC(=O)Nc1nnc(S(=O)(=O)N2c3ccccc3CC2C)s1 (configuration not stated)	20	-1	4	4	-1.9	-11	2	16	19	-14	4
CCCc1ccc(C(=O)[C@@H]2[C@@H](C(C)=O)N3c4ccc(F)cc4C=C[C@@H]3[C@@]23C(=O)Nc2ccccc23)cc1	4	0	9	-25	0.6	0	14	-15	-3	12	14

Screening data deposited in PubChem by several laboratories.

Not all compounds are listed; rates above refer to the full screens.
